TIM10 inh = inhibits growth of TIM10 yeast strain; S. cerevisiae TIM10 strain growth, BacTiter-Glo luminescence, 24 h; inhibition, % at 10 µM; 330,000 compounds, 1.4% hits; AID 463195;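 active means inhibition of 40% or more at the single tested concentration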;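 further: wild-type TIM10 isogenic control strain grown at permissive 25 °C; 0% = DMSO yeast wells and 100% = minimal medium wells without yeast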
XBP1 UPR activ = activators of adaptive arm of unfolded protein response (XBP1); CHO-XBP1 luciferase reporter, IRE1-XBP1 UPR activation, luminescence; percent of tunicamycin response, DMSO as zero; activation, % at 20 µM; 330,000 compounds, 0.33% hits; AID 463104;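 active means versus positive control, 20 µM dose yields 30% or more activation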;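 further: 100% = tunicamycin at 10 µg/mL and 0% = DMSO only wells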
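Test system: CHO-XBP1 luciferase reporter cells | Buffer or medium: Serum-containing F12 medium, 10% FBS | Schedule: 6 h compound exposure at 37 °C, 5% CO2 | Detection: Steady-Glo luciferase glow luminescence, 10 min after reagent addition | Read-out basis: Activation, % of tunicamycin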
tim23-1 inh = growth inhibitors of tim23-1 mutant yeast; S. cerevisiae tim23-1 growth, BacTiter-Glo luminescence, 24 h; inhibition, % at 20 µM; 330,000 compounds, 1.3% hits; AID 463212;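 active means growth inhibition of the mutant yeast at or above 50%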;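 further: temperature-sensitive mutant grown at 25 °C; plate controls were DMSO-treated mutant yeast for no effect and medium wells lacking yeast for full effect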
CHOP UPR activ = activators of apoptotic arm of unfolded protein response (CHOP); 330,000 compounds, 0.34% hits; activation, % at 10 µM; CHO-CHOP luciferase reporter, UPR activation, luminescence; percent of tunicamycin response over DMSO baseline;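 active means at 10 µM dose, activation of 40% or more, normalized to positive control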;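 further: 100% = tunicamycin at 10 µg/mL and 0% = DMSO alone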
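Evaluation: % reporter activation, DMSO baseline versus tunicamycin full activation; System: CHO-CHOP luciferase reporter cell line; Input: 500 cells/well; Incubation: 6 h compound treatment, 37 °C; Measured by: Steady-Glo luciferase luminescence; Dosing: one dose, 10 µM in 0.5% DMSO; Buffer or medium: F12 medium, 10% FBS; Benchmarks: positive tunicamycin 10 µg/mL, negative DMSO alone.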
Mdm2-MdmX inh = human Mdm2/MdmX binding inhibition | O15151+Q00987 | SaOS-2 split-luciferase Mdm2/MdmX complementation, luminescence | inhibition, % at 8 µM | 330,000 compounds, 3% hits;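 active means inhibition of at least 50% at 8 µM in the primary screen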
Target sequence (O15151 whole entry, looked up): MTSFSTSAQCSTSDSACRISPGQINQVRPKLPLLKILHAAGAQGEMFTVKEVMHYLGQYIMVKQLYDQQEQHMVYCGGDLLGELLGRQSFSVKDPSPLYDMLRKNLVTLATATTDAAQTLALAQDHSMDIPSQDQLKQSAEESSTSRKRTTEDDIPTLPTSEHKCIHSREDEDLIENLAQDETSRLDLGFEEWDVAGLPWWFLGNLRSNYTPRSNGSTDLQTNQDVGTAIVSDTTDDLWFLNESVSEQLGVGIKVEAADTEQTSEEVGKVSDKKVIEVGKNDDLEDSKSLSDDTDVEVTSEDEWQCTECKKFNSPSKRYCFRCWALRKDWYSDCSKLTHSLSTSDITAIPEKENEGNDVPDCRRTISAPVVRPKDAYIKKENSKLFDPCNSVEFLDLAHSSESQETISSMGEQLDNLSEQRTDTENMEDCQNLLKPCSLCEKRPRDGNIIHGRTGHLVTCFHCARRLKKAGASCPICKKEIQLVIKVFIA
Target sequence (Q00987 whole entry, looked up): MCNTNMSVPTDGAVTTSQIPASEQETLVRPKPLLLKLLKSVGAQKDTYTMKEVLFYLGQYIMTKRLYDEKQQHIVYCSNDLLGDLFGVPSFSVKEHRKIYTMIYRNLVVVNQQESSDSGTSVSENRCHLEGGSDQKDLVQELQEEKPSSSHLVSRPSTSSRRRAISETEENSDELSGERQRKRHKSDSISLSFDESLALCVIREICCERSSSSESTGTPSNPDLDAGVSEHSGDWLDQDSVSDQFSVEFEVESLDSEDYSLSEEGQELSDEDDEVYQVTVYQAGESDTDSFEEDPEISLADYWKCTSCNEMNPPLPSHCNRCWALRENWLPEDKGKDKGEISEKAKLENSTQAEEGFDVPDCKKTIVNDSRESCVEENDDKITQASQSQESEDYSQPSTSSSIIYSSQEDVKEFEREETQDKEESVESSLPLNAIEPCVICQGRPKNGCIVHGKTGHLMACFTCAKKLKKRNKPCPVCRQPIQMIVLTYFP
tim10-1 inh = growth inhibitors of tim10-1 mutant yeast; S. cerevisiae tim10-1 ts strain growth, BacTiter-Glo, 24 h; inhibition, % at 20 µM; 330,000 compounds, 2.2% hits;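 active means inhibition of at least 40%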;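 further: mutant grown at 25 °C; 0% = DMSO wells with yeast and 100% = wells holding no yeast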
697 NFkB inh = lowers PMA/ionomycin-induced NF-kB signal in 697 B cells | 697 B-cell NF-kB luciferase reporter, 16 h | inhibition, % at 4 µM | 330,000 compounds, 0.33% hits | AID 435022; in the data active means inhibition above about 35%
Jurkat NFkB inh = lowers PMA/ionomycin-induced NF-kB signal in Jurkat cells; AID 435003; PMA/ionomycin-induced NF-kB luciferase reporter, luminescence; inhibition, % at 4 µM; 330,000 compounds, 0.53% hits; in the data active means inhibition above about 50%
An asterisk follows results filed as active; . = no result given.

SMILES	TIM10 inh	XBP1 UPR activ	tim23-1 inh	CHOP UPR activ	Mdm2-MdmX inh	tim10-1 inh	697 NFkB inh	Jurkat NFkB inh
COC(=O)c1ccc(CSc2nc3ccc(S(=O)(=O)N4CCOCC4)cc3[nH]2)cc1	15	-2	16	-0.2	3	17	14	-9
Cc1cc(C(=O)CSc2nnnn2-c2ccccc2)c(C)n1-c1ccc2c(c1)OCO2	5	-2	-1	-0.4	24	-4	-16	15
CCCCCc1nnc(NC(=O)c2ccc3nc[nH]c3c2)s1	-1	2	-2	2.1	2	2	-25	-16
COc1ccc(N2CCN(C(=O)Cc3ccc(S(=O)(=O)N4CCOCC4)s3)CC2)cc1	19	-2	21	-1.5	-34	27	6	-7
CC1(C)CC(=O)C=C(Nc2ccc(C(=O)O)c(O)c2)C1	3	-3	-2	0.4	15	3	5	12
CC(=O)Nc1ccc(S(=O)(=O)N2CCN(CC(=O)NC3CCCC3)CC2)cc1	2	-3	16	-0.4	16	4	21	6
Cc1ccc(C)c(NC(=O)CSc2nnc(CSc3nc(C)cc(C)n3)n2Cc2ccco2)c1	21	0	21	0.5	-6	20	-2	0
COc1ccc(CN(C)CC(=O)NC2CCCc3ccccc32)cc1OC (stereo not drawn)	12	1	18	-1.1	14	7	15	13
CCN(CC)CC(O)COc1ccc2c(c1)OCO2 (stereo not drawn)	4	-4	6	1.6	-2	1	11	0
CC(=O)c1ccsc1-c1c(C)cc2oc(=O)cc(-c3ccccc3)c2c1C	-5	0	33	2.6	3	9	1	.
CCOC(=O)C1CCN(C(=O)COC(=O)c2cccc(F)c2)CC1	-14	1	14	0.3	6	9	14	-14
COc1ccccc1N1CCN(C(=O)CCC(=O)Nc2nnc(CC(C)C)s2)CC1	7	-1	-1	0.0	-11	-2	-6	1
O=C(N/N=C/c1c(F)cccc1Cl)c1cc(C2CC2)[nH]n1	20	4	30	4.4	-22	22	-53	-37
COc1ccc(OC)c(Nc2nc(-c3sc(NC(=O)C(C)(C)C)nc3C)cs2)c1	12	1	16	14	35	20	-25	-2
O=C(N=C1SC2CS(=O)(=O)CC2N1Cc1ccccc1Cl)C1CCCO1 (stereo not drawn)	5	-2	6	1.7	1	21	11	3
CC(C)Oc1ccc(C(=O)Nc2nnc(SCC(=O)N3CCOCC3)s2)cc1	-8	-6	4	-7.6	3	11	-96	19
O=C(O)c1cccc(Nc2c([N+](=O)[O-])c(=O)oc3ccccc23)c1	-12	-1	8	2.3	-6	-8	12	3
CCOC(=O)C1CCCN(C(=O)c2cc3ccc(OC)cc3[nH]2)C1 (stereo not drawn)	3	7	24	0.1	4	14	1	-8
COc1ccc(OC)c(C(C(=O)NC2CCCCC2)N(C(=O)c2snc(C(N)=O)c2N)c2ccccc2OC)c1 (stereo not drawn)	-4	1	21	-0.9	-8	20	-18	-1
S=C(NCc1cccnc1)Nc1ccc(Oc2ccccc2)cc1	11	-2	-1	-0.6	28	31	4	2
CCC(CC)C(=O)N1CC(=O)Nc2ccc(F)cc2C1c1ccccc1 (stereo not drawn)	22	-7	15	1.8	-7	23	-1	3
O=C(Nc1ccccc1)C1=C[C@@H](c2ccc(C(F)(F)F)cc2)C[C@@H](OCCCCO)O1	31	4	47	3.5	-2	38	-12	-22
CC(C)CC(COCc1ccc(C(F)(F)F)cc1)N1CCN(C(=O)c2ccc(C(F)(F)F)cc2)CCC1=O (stereo not drawn)	13	-2	21	-2.2	8	21	-18	10
CN(CC(=O)Nc1ccc(F)c(F)c1F)C(=O)CCCSc1nc2ccccc2[nH]1	15	-2	11	-0.3	2	6	-1	7
CCCCC(=O)N/N=C/c1sccc1C	-4	-1	-2	4.5	12	5	-4	-13

Another view of 3 compounds above.
> CN(CC(=O)Nc1ccc(F)c(F)c1F)C(=O)CCCSc1nc2ccccc2[nH]1
  TIM10 inh: 15
  XBP1 UPR activ: -2
  tim23-1 inh: 11
  CHOP UPR activ: -0.3
  Mdm2-MdmX inh: 2
  tim10-1 inh: 6
  697 NFkB inh: -1
  Jurkat NFkB inh: 7
> COC(=O)c1ccc(CSc2nc3ccc(S(=O)(=O)N4CCOCC4)cc3[nH]2)cc1
  TIM10 inh: 15
  XBP1 UPR activ: -2
  tim23-1 inh: 16
  CHOP UPR activ: -0.2
  Mdm2-MdmX inh: 3
  tim10-1 inh: 17
  697 NFkB inh: 14
  Jurkat NFkB inh: -9
> COc1ccc(CN(C)CC(=O)NC2CCCc3ccccc32)cc1OC (stereo not drawn)
  TIM10 inh: 12
  XBP1 UPR activ: 1
  tim23-1 inh: 18
  CHOP UPR activ: -1.1
  Mdm2-MdmX inh: 14
  tim10-1 inh: 7
  697 NFkB inh: 15
  Jurkat NFkB inh: 13

Carrying on:
SMILES	TIM10 inh	XBP1 UPR activ	tim23-1 inh	CHOP UPR activ	Mdm2-MdmX inh	tim10-1 inh	697 NFkB inh	Jurkat NFkB inh
COc1ccc(OC)c(C(c2c(C)[nH][nH]c2=O)c2c(C)[nH][nH]c2=O)c1	22	-1	17	-0.8	15	18	20	-4
O=C(COc1ccc(Cl)cc1)NCC(=O)N/N=C/c1cccs1	-9	1	-2	2.4	-18	-50	-11	1
CCOC(=O)Cn1c(=O)c2c(nc(Br)n2Cc2ccc(Cl)cc2)n(C)c1=O	-2	-1	16	2.9	19	-2	-6	16
CCOc1ccccc1CN1CCC(CO)(CCOc2ccccc2)CC1	5	0	-8	-0.9	-16	8	6	17
Cc1ccc(NC(=O)CSCC(=O)NCCc2ccccn2)c(C)c1	-11	-2	-8	-0.5	-6	-4	3	-9
O=C(O)CCN1C(=O)/C(=C\c2cccc(OCC(=O)Nc3ccc(Cl)cc3)c2)SC1=S	-4	0	16	1.1	-9	11	-14	-15
Cc1cccc(-c2c3c(=O)n(C)c(=O)n(C)c3cn2C2CCCCC2)c1	28	2	26	-1.1	7	16	14	2
CCN(C#N)c1nc(NC(C)C)nc(NC(C)C)n1	14	-1	18	-1.2	-16	13	17	21
CNC[C@H](O)c1cccc(O)c1	3	-1	-9	-1.9	14	-7	20	-14
Cc1ccc(N(CC(=O)NC(C)c2ccccc2)S(=O)(=O)c2cccs2)cc1 (stereo not drawn)	20	-3	25	-1.8	10	24	15	7
CC1CCCCC1NC(=S)Nc1ccc(Cl)cc1Cl (stereo not drawn)	31	1	15	2.6	-59	33	-2	-31
Cc1ccc2[nH]c(=O)c(CN(Cc3ccco3)C(=O)c3ccncc3)cc2c1	4	-2	11	-1.3	39	13	-1	29
CC(C)(C)OC(=O)[C@H](Cc1ccccc1)NC(=O)c1nc[nH]c1C(=O)N1CCNCC1	-7	-2	7	-1.8	0	-11	19	1
O=C(O)c1cccc(S(=O)(=O)Nc2cccc(S(=O)(=O)Nc3ccc(Br)cc3)c2)c1	2	-3	11	-0.9	17	-9	18	10
O=C(Cn1cc2c(n1)CCCC2)NCCc1ccccc1	-3	1	17	1.3	-21	10	4	0
CCC(C)c1ccc(OCCN2CCCC2)cc1 (stereo not drawn)	12	1	-8	-0.2	-26	-2	-5	-2
CN(C(=O)COC(=O)c1cc(-c2ccc(Cl)s2)nc2ccccc12)C1CCS(=O)(=O)C1 (stereo not drawn)	-14	-3	12	0.2	19	-7	-1	-2
Cn1c(=O)c(=O)n(C)c2cc(S(=O)(=O)Nc3ccc4c(c3)OCCO4)ccc21	-16	-2	5	-6.9	42	15	-23	2
CCOC(=O)C1(Cc2ccc(OC)cc2)CCN(C(=O)CN2CCN(CC)CC2)CC1	14	3	-2	-0.8	-8	0	-11	1
O=CN1CCc2scc[n+]2-c2ccccc21	-5	-4	-1	-3.0	-8	17	-5	0
Cc1cc(OCC(=O)OCC(=O)N(C)Cc2ccccc2C)ccc1Cl	3	-4	24	-1.7	6	25	5	3
Cc1ccc(S(=O)(=O)O/N=C2\CCCc3ccccc32)cc1	11	1	11	1.6	25	18	-2	-12
COc1ccccc1N1CCN(c2ccc(S(=O)(=O)N3CCN(C)CC3)cn2)CC1	-4	5	3	-0.8	28	-1	3	5
COc1cc(C(=S)N2CCOCC2)ccc1OS(=O)(=O)c1ccc(C)cc1	-1	-5	12	3.4	5	9	-1	4
CC(C)Cn1c(-c2cccc(S(=O)(=O)N3CCOCC3)c2)n[nH]c1=S	-3	0	-3	1.9	-19	-7	7	8

Entries of single compounds as entered above. Order of screens: TIM10 inh | XBP1 UPR activ | tim23-1 inh | CHOP UPR activ | Mdm2-MdmX inh | tim10-1 inh | 697 NFkB inh | Jurkat NFkB inh
COc1ccc(OC)c(C(c2c(C)[nH][nH]c2=O)c2c(C)[nH][nH]c2=O)c1 in the list: 22 | -1 | 17 | -0.8 | 15 | 18 | 20 | -4
CCOC(=O)Cn1c(=O)c2c(nc(Br)n2Cc2ccc(Cl)cc2)n(C)c1=O in the list: -2 | -1 | 16 | 2.9 | 19 | -2 | -6 | 16

(more compounds)
SMILES	TIM10 inh	XBP1 UPR activ	tim23-1 inh	CHOP UPR activ	Mdm2-MdmX inh	tim10-1 inh	697 NFkB inh	Jurkat NFkB inh
Cc1oc(C(C)(C)C)cc1C(=O)NC(Cc1ccccc1)C(=O)O (stereo not drawn)	7	-2	-23	0.3	22	12	17	1
C=CCSc1nc(N)c(C(=O)Nc2ccccc2)cc1C#N	-31	6	-9	-0.2	13	-34	-41	-20
COc1ccc(C(C)=O)cc1COC(=O)Cn1cnc2ccccc2c1=O	0	-3	7	0.1	14	-1	14	5
COc1ccc2nc(C)c3cc(C)oc3c2c1	8	1	3	-1.4	-9	17	10	2
O=C(NC(=S)N1CCN(c2ccc(O)cc2)CC1)c1cccs1	12	2	0	2.0	-30	16	-1	10
Cc1cc(-c2nnc3n2CCCCC3)c(C)n1-c1ccccc1	10	-1	23	0.8	-8	8	-18	-12
CN1CCN(S(=O)(=O)c2cccc(C(=O)N3CCN(c4ccccc4)CC3)c2)CC1	-4	0	-10	0.5	6	-23	9	-4
Cc1cccc(N2CC(C(=O)O)CC2=O)c1 (stereo not drawn)	-9	2	-13	4.3	-5	8	17	4
O=C(OCC(=O)N1CCCCCC1)c1ccc(F)cc1F	2	2	13	3.6	-39	10	5	9

Retrieved by compound from the entries so far, six records:
SMILES	TIM10 inh	XBP1 UPR activ	tim23-1 inh	CHOP UPR activ	Mdm2-MdmX inh	tim10-1 inh	697 NFkB inh	Jurkat NFkB inh
Cc1cccc(N2CC(C(=O)O)CC2=O)c1 (stereo not drawn)	-9	2	-13	4.3	-5	8	17	4
COc1ccc2nc(C)c3cc(C)oc3c2c1	8	1	3	-1.4	-9	17	10	2
CN1CCN(S(=O)(=O)c2cccc(C(=O)N3CCN(c4ccccc4)CC3)c2)CC1	-4	0	-10	0.5	6	-23	9	-4
Cc1oc(C(C)(C)C)cc1C(=O)NC(Cc1ccccc1)C(=O)O (stereo not drawn)	7	-2	-23	0.3	22	12	17	1
O=C(OCC(=O)N1CCCCCC1)c1ccc(F)cc1F	2	2	13	3.6	-39	10	5	9
COc1ccc(C(C)=O)cc1COC(=O)Cn1cnc2ccccc2c1=O	0	-3	7	0.1	14	-1	14	5
